ST2 inh = inhibitors of human ST2 (IL1RL1) binding to IL-33, primary screen, biochemical, AlphaLISA. Interleukin-1 receptor-like 1 (Homo sapiens), Q01638. AlphaLISA ST2-Fc/biotin-IL-33 interaction, 1 h. inhibition, % for hits at 17 µM. hit rate 2.3% among 78,000. AID 1259354, 2018; in the data active = inhibition above about 30%; inconclusive = mostly about 10% to 28%
Target sequence (Q01638 whole entry, looked up): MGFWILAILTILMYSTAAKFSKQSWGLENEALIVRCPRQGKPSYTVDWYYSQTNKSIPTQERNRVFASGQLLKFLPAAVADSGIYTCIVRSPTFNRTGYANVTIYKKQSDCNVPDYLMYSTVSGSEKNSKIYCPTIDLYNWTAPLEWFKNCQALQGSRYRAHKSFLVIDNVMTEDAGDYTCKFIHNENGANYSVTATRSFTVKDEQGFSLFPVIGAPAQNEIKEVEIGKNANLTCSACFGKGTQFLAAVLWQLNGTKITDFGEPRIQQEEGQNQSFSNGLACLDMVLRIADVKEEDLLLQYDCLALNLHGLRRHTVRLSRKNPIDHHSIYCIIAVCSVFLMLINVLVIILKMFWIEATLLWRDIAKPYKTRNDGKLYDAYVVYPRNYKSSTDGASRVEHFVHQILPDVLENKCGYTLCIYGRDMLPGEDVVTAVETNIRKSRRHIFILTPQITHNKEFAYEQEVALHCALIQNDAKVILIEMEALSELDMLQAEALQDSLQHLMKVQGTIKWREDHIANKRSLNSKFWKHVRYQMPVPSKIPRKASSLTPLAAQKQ
Starred values were filed as active, the others as inactive; i = inactive; ? = inconclusive; ! = a repeat was not active. The list is partial (hit frequency here may not be typical).

Start of the data: the first 5 records, ahead of the listing:
SMILES	ST2 inh
O=C(c1oc(=O)c2ccccc2c1-c1ccccc1)N1CCCCCC1	i
CCCC1=Nc2cc(C(=O)O)ccc2Sc2ccc(C)cc21	i
Oc1ccccc1CN1C[C@H](O)C[C@H]1c1nc(-c2ccc3c(c2)OCO3)no1	i
Cc1[nH]nc2c1C(c1c(Cl)cccc1Cl)C(C#N)=C(N)O2 (stereo not given)	?
CC(C)Cc1cc(-c2ccccc2)c(C#N)c(N)n1	i

All compounds of this part, repeating the preview:
SMILES	ST2 inh
O=C(c1oc(=O)c2ccccc2c1-c1ccccc1)N1CCCCCC1	i
CCCC1=Nc2cc(C(=O)O)ccc2Sc2ccc(C)cc21	i
Oc1ccccc1CN1C[C@H](O)C[C@H]1c1nc(-c2ccc3c(c2)OCO3)no1	i
Cc1[nH]nc2c1C(c1c(Cl)cccc1Cl)C(C#N)=C(N)O2 (stereo not given)	?
CC(C)Cc1cc(-c2ccccc2)c(C#N)c(N)n1	i
CCCCN(C)CCCNC(=O)C1(O)c2ccccc2NC(=O)N1c1ccccc1 (stereo not given)	i
OC(CN1CCCCCC1)CN(c1ccccc1)c1ccccc1 (stereo not given)	?
COc1cc(C)nc(-c2ccccc2O)n1	i
CC1(C)CC(=O)C2=C(C1)Nc1ccccc1NC2c1ccc(Cl)c([N+](=O)[O-])c1 (stereo not given)	i
Cc1cccc(Cl)c1NC(=O)C1CC(=O)N(c2ccc(Br)cc2)C1 (stereo not given)	i
CCOC(=O)c1cccnc1-c1ccc(OC)nc1	i
Cc1ccc(S(=O)(=O)C2(C(=O)N3CCN(Cc4ccccc4)CC3)CC2)cc1	?
c1coc(CN2CCN(Cc3ccncc3)CC2)c1	i
Cc1[nH]nc(SCC(=O)N2CCCC2)c1[N+](=O)[O-]	i
Cc1cc(Cl)nc(Cl)c1NC(=O)Nc1ccccc1	i
O=C(NCCCN1CCCCC1)c1ccc2c(c1)NC(=O)C(N1CCOCC1)S2 (stereo not given)	?
CC1=C(C(N)=O)C(c2ccccc2)n2nc(SCc3ccccc3F)nc2N1 (stereo not given)	?
COc1c2c(c(C)c3c1C(=O)OC3)OC1(C)CC(O)C(C(C)(C)O)C(C)(CCC(=O)O)C1C2 (stereo not given)	?
COc1ccc(C(=O)N2CCN(CC(=O)N3CCOCC3)CC2)cc1	?
Cn1c(=NC(=O)c2ccc(S(=O)(=O)N3CCOCC3)cc2)sc2c3ccccc3ccc21	i

Of the compounds above, 5 contain four or more nitrogen atoms:
SMILES	ST2 inh
Cc1[nH]nc2c1C(c1c(Cl)cccc1Cl)C(C#N)=C(N)O2 (stereo not given)	?
CCCCN(C)CCCNC(=O)C1(O)c2ccccc2NC(=O)N1c1ccccc1 (stereo not given)	i
Cc1[nH]nc(SCC(=O)N2CCCC2)c1[N+](=O)[O-]	i
O=C(NCCCN1CCCCC1)c1ccc2c(c1)NC(=O)C(N1CCOCC1)S2 (stereo not given)	?
CC1=C(C(N)=O)C(c2ccccc2)n2nc(SCc3ccccc3F)nc2N1 (stereo not given)	?

New compounds follow:
SMILES	ST2 inh
CSc1ccc(C2C(C#N)=C(N)OC3=C2C(=O)CC(C)C3)cc1 (stereo not given)	i
COc1ccccc1C1NC(=O)NC(C)=C1C(=O)OC(C)C (stereo not given)	?
COCCN[C@H]1[C@@H]2OC[C@@H](O2)[C@@H](NC(=O)Nc2cccc(C#N)c2)[C@@H]1O	?
COC(=O)c1ccc2c(c1)NC(=O)C(N1CCCC1)S2 (stereo not given)	?
CCCCN(c1ccccc1)S(=O)(=O)c1cccc2nonc12	i
O=C(NCCN1CCCC1)C1(S(=O)(=O)c2ccc(Cl)cc2)CC1	i
CCN(CC)CCOC(=O)c1cc2cc(COC)ccc2o1	?
Cc1ccc(C(=O)Nc2ncnc3sc4c(c23)CCCC4)cc1	?
Cc1cc(C)n(C(=O)c2ccccc2[N+](=O)[O-])n1	i
Cc1oc(-c2ccccc2NC(=O)c2ccsc2)nc1CN(C)Cc1nc2ccccc2n1C	i
CCOc1ccc(Cl)cc1S(=O)(=O)N1CCN(c2ccccc2)CC1	i
Cc1cc2nc(Cc3cccc(F)c3)c(=O)[nH]c2cc1C	i
O=C(c1cccn2c(=O)c3cc4ccccc4cc3nc12)N1CCN(c2ncccn2)CC1	i
COCCN1CCCC(O)(CN(C)Cc2cnccn2)C1=O (stereo not given)	?
CCOc1ccc(N2CC(=O)Nc3ccccc3S2(=O)=O)cc1	i
CCOC(=O)c1nc(Nc2ccc(C)c(C)c2)c2ccccc2n1	i
Cc1ccc(C2(O)CCN(C(=O)c3cnc(-c4cccnc4)nc3)CC2)nc1	?
CC(=O)N1CCc2c(nc(-c3ccccn3)nc2NCCc2ccc(F)cc2)C1	i
CN1C(=O)[C@@H]2C=C[C@H]1C1C(=O)N(c3ccc(Br)cc3)C(=O)C12 (stereo not given in full)	i
O=C(Nc1nnc(COc2ccc(Br)cc2)s1)C1CCCCC1	i
Cn1nc(C2CCCN(C(=O)c3ccc[nH]c3=O)C2)n(-c2ccccc2)c1=O (stereo not given)	i
Cc1cc(Br)ccc1OCC(=O)NCc1ccncc1	i
O=C(C(c1ccccc1)c1ccccc1)N1CCN(c2ccc([N+](=O)[O-])cc2)CC1	i
CCOC(=O)C1C(=O)C=C(c2cccc(OC)c2)CC1c1ccc(OC)c(OC)c1 (stereo not given)	i
CCn1cc(S(=O)(=O)CC(=O)Nc2ccc3c(c2)OCO3)c2ccccc21	i
CN(CCC(O)c1ccccc1)c1ncc(F)c(N2CCOCC2)n1 (stereo not given)	i
CCn1cc(C(=O)N(CC2COc3ccccc3O2)C(C)C)c(C)n1 (stereo not given)	i
CCC1=C(c2ccc(OC)cc2)S(=O)(=O)N(CC(=O)Nc2cccc(SC)c2)C1=O	i
O=C(Nc1ccc(F)cc1)N1CCN(c2ccccn2)CC1	i
NC(Cc1c[nH]c2ccc(OCc3ccccc3)cc12)C(=O)O (stereo not given)	i
Cc1ccc(-c2nc3ccccn3c2Nc2ccc3c(c2)OCCO3)o1	35%*
CCCn1c(CNC(=O)c2cccs2)nc2ccccc21	i
CC(C)c1ccc(S(=O)(=O)NC(C)(C)C)cc1	i
C(#Cc1ccccc1)CN1CCOCC1	i
COc1ccc(-c2c3c(=O)n(C)c(=O)n(C)c3cn2-c2ccccc2)cc1	i
CC(C)CCNC(=O)NCCc1nc2cccnc2n1C1CCCCC1	i
CC(C)(O)C#Cc1ccc(C(=O)N2CCC3(CCCN(CC4CCCCC4)C3)C2)o1 (stereo not given)	i
O=C(O)C1CCCCC1C(=O)N1CCC(Cc2ccccc2)CC1 (stereo not given)	i
O=C(CC[C@@H]1CNC(=O)[C@@H]2C[C@H](NC(=O)Nc3cccc(Cl)c3)CN12)NCc1cccnc1	i
O=S(=O)(NC[C@H]1O[C@@H](CO)[C@@H](O)[C@H]1N1CCCC1)c1ccc(F)cc1	i
CC1(C)CC(=O)C2=C(C1)OC(N)=C(C#N)C2c1ccc(Cl)cc1Cl (stereo not given)	i
CC(C)CC(C(=O)Nc1ccccc1F)N1C(=O)c2ccccc2C1=O (stereo not given)	i
CC(=O)Nc1ccc(S(=O)(=O)Nc2ccc(Cl)cc2)cc1	?
CC(=O)C(C)C(O)C(C)c1ccc(C)cc1/C=C/CO (stereo not given)	i
C=C1C(=O)OC2/C=C(\C)CC/C=C(\C)CC(OC(C)=O)C12 (stereo not given)	?
O=C(Nc1ccc(Cl)cc1Cl)c1cc2cc(Br)ccc2oc1=O	i
CCCn1cnnc1CN(C)Cc1nc(-c2ccco2)oc1C	i
Cc1ccc(C2(O)CCN(C(=O)c3c(-c4ccccc4)noc3C)CC2)nc1	?
COc1ccc(OC)c(-c2cc(C(=O)N3CCc4ccccc4C3)no2)c1	i
CCCCN(C)S(=O)(=O)c1ccc2oc(C(=O)O)c(C)c2c1	i
COc1cc(/C=C2\C=C(c3ccc(Cl)cc3)OC2=O)c([N+](=O)[O-])cc1OC	i
CCOc1ccc(Sc2cc(C(=O)O)c3ccccc3n2)cc1	i
COc1ccc(/C=C2\N=C(c3ccc(C)cc3)OC2=O)cc1Br	i
Cc1ccccc1OCc1nnc(SCC(=O)N2CCc3ccccc32)n1C	i
COc1ccc(CC(=O)Nc2cccc(Cl)c2C)cc1	?
CC(C)Oc1ccc(C2(C)NC(=O)NC2=O)cc1 (stereo not given)	i
CC(C)OC(=O)Nc1nnc(Cc2ccccc2)s1	i
Cc1ccc(Nc2cc(C)nc(N3CCN(S(=O)(=O)c4cccc(C)c4)CC3)n2)cc1	?
CSc1ccccc1NC(=O)c1cc(C)on1	?
Cc1cc2n(n1)C(c1ccccc1)CC(c1ccc(Br)cc1)=N2 (stereo not given)	?

Next part
SMILES	ST2 inh
Cc1nc2sc(C(c3ccc(Cl)cc3)N3CCCCC3)c(O)n2n1 (stereo not given)	i
Cc1cccc(-c2nsc(SCC(=O)NCc3ccco3)n2)c1	?
CC1C(=O)C(C)C(c2ccc(N(C)C)cc2)NC1c1ccc(N(C)C)cc1 (stereo not given)	36%*!
CC(=O)Nc1ccc2oc(-c3ccc(Cl)cc3)nc2c1	i
CSCc1ccc(C(=O)N(C)Cc2nc3ccc(C)cc3[nH]2)o1	?
COc1cccc(N2CCN(S(=O)(=O)c3ccc(Br)cc3)CC2)c1	?
Cc1c(C)n(CCN(C)C)c2ccc(C(=O)OCCN(C)C)cc12	i
Cc1cccc(C(=O)CC(c2ccccc2)C2C(=O)c3ccccc3C2=O)c1 (stereo not given)	?
COc1ccc2oc(=O)c(NC(=O)c3ccc(C)c(C)c3)cc2c1	i
COc1ccc(C2CC(=O)C3=C(C2)Nc2ccccc2NC3c2cccc([N+](=O)[O-])c2)cc1OC (stereo not given)	?
O=C(c1ccccc1)C1CCN(C(=O)CC2COCCN2)CC1 (stereo not given)	?
FC(F)(F)c1ccc(-c2noc(CN3CCC(N4CCSCC4)CC3)n2)cc1	?
COc1ccc(N(C(=O)C(C)(C)C)C2C=CS(=O)(=O)C2)cc1 (stereo not given)	i
Cc1ccc(NC2SC(=O)N(Cc3ccccc3)C2=O)c(C)c1 (stereo not given)	i
COc1ccccc1N1CCN(CCOc2ccc(Cl)cc2)CC1	?
Nc1nc(N2CCOCC2)cc(N2C[C@H](O)[C@@H](N3CCCCC3)C2)n1	?
O=S(=O)(Nc1ccc(F)cc1F)c1ccc(Br)s1	i
O=C(NCC(F)(F)F)c1cc(COc2ccc3c(c2)OCO3)[nH]n1	i
O=C(NCc1cccnc1)c1ccc2nc3ccc(Cl)cc3c(=O)n2c1	i
COc1ccc2nc(N3CCC(C(=O)NC4CC4)CC3)sc2c1	i

Six records picked at random from the list so far:
SMILES	ST2 inh
CCCCN(c1ccccc1)S(=O)(=O)c1cccc2nonc12	i
CCOC(=O)c1cccnc1-c1ccc(OC)nc1	i
COc1ccccc1C1NC(=O)NC(C)=C1C(=O)OC(C)C (stereo not given)	?
CC(=O)C(C)C(O)C(C)c1ccc(C)cc1/C=C/CO (stereo not given)	i
Cc1cc(Br)ccc1OCC(=O)NCc1ccncc1	i
O=C(Nc1nnc(COc2ccc(Br)cc2)s1)C1CCCCC1	i

Continuation.
SMILES	ST2 inh
c1ccc(CN2CCN(Cc3ccccc3)C2c2ccc[nH]2)cc1	?
CC(=O)N1CCC(N[C@H]2CC(C)(C)[C@@H]3C[C@@](C)(O)CC[C@]23CCC(=O)N2CCOCC2)CC1	i
C#CCOc1c(Br)cc(C=O)cc1OCC	i
CC1CCCN(C2CC(=O)N(c3ccc(Br)cc3)C2=O)C1 (stereo not given)	?
C=CCN1C(=O)c2ccccc2Sc2ccc(C(=O)OCC)cc21	i
COc1cc(C2NC(=O)CCC2[N+](=O)[O-])cc(Cl)c1O (stereo not given)	i
COc1ccc2cc3cc(C(=O)N4CCCCC4C)oc3nc2c1 (stereo not given)	i
Cc1nc(SCC(=O)N2CCCCC2)c2c(=O)n(C)c(=O)n(C)c2n1	i
CCOC(=O)Cn1c(=O)n(-c2ccc(F)cc2)c2nc(-c3cccnc3)nc(C(N)=O)c21	i
CC(NC(=O)c1cccc([N+](=O)[O-])c1)c1ccccc1 (stereo not given)	i
Cc1cc(C)cc(NC2=NC3CS(=O)(=O)CC3S2)c1 (stereo not given)	i
NS(=O)(=O)c1ccc2c(c1)C1C=CCC1C(C(=O)O)N2 (stereo not given)	?
CCOc1cc(C2C(C(=O)c3cccs3)=C(O)C(=O)N2c2nc(C)c(C)s2)ccc1O (stereo not given)	?
CC(c1ccncn1)N(C)Cc1cn(Cc2ccccc2)nc1-c1ccc2c(c1)OCO2 (stereo not given)	?
Cc1ccc(S(=O)(=O)Nc2cccc3cccnc23)cc1	?
C=CCc1cccc(C=Nc2c(C)n(C)n(-c3ccccc3)c2=O)c1OC	i
COc1ccccc1NC(=O)c1c(N=Cc2cc(Cl)cc(Cl)c2OC)cnn1C	?
O=[N+]([O-])c1ccc(-c2cn3ccsc3n2)cc1	i
Cc1c(C(=O)N2CCCC(N3CCc4ccccc4C3)C2)cnc2ccnn12 (stereo not given)	i
COC(=O)c1cccc(C(=O)Nc2cnc3ccccc3c2)n1	i
CCc1nc(SCC(=O)NC(C)CN2CCc3ccccc3C2)n[nH]1 (stereo not given)	i
CCCCN(CC)S(=O)(=O)c1ccc2[nH]c(=O)cc(C(=O)NCc3cccs3)c2c1	i
COc1cc(C2C3=C(CC(C)(C)CC3=O)NC3=C2C(=O)CC(C)(C)C3)cc(Br)c1O	i
C=CCN1C(=O)NC2(O)C(=O)c3ccccc3C12O (stereo not given)	i
Cc1ccc(Nc2nnc(-c3ccc(C)c(S(=O)(=O)NCCO)c3)c3ccccc23)cc1	i
CCOc1nc(-c2ccncc2)nc2ccccc12	?
COc1ccc(/C=C(\C)c2nc(C)c(-c3ccccc3)c(=O)[nH]2)cc1	i
O=C(Nc1sc2c(c1C(=O)NCc1cccnc1)CCCCC2)c1cccnc1	i
NC(=O)[C@H](CC1CCCCC1)NC(=O)[C@H]1CNCCN1C(=O)C1CCNCC1	i
CCc1nc2c(N3C[C@H]4CC=CC[C@H]4C3)ncnc2o1	i
N#Cc1c(-c2ccco2)cc(C2CC2)nc1SCC(N)=O	i

An excerpt from above in order of number of heavy atoms, low to high.
SMILES	ST2 inh
CCc1nc2c(N3C[C@H]4CC=CC[C@H]4C3)ncnc2o1	i
NC(=O)[C@H](CC1CCCCC1)NC(=O)[C@H]1CNCCN1C(=O)C1CCNCC1	i
COc1cc(C2C3=C(CC(C)(C)CC3=O)NC3=C2C(=O)CC(C)(C)C3)cc(Br)c1O	i

Assay outcomes: PubChem, IUPUI and University of Michigan
